Assay outcomes deposited in PubChem BioAssay by National Center for Advancing Translational Sciences (NCATS).
KB-V1 MDR tox = qHTS assay for MDR1-selective chemotherapeutics: Primary screen using the drug-selected MDR subline cells KB-V1 | KB-V1 MDR cells viability, CellTiter-Glo, 72 h | actives 3.4% (n = 400,000) | AID 1347076, 2019 | Potency, µM (series often up to 46.1 µM), without a hit: at the highest dose activity change, negative = cytotoxicity, most hits filed as cytotoxic; also: potency is read from the fitted curve at half-maximal effect; % is scaled to controls: 0 for no effect and ±100 for the full control effect; nearly all actives have a fitted effect of over 60% in size
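Drug-selected KB-V1 cells, grown in DMEM lacking phenol red with 10% FBS, receive compound titrations; after three days at 37 degrees C, surviving cell ATP is quantified by CellTiter-Glo luminescence and responses normalized and curve-fitted.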
SW480 rerep = A quantitative high throughput screen for small molecules that induce DNA re-replication in SW480 colon adenocarcinoma cells | SW480 DNA re-replication, Hoechst DNA content imaging, 48 h | Potency, µM (series often up to 46.1 µM), without a hit: at the highest dose re-replication activation, most hits filed as activators | actives 1.8% (n = 340,000); also: potency is read from the fitted curve at half-maximal effect; % of control where 0% means no effect; nearly all actives have a fitted effect of over 55% in size
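Hoechst fluorescence of nuclei (405 nm excitation, 500-530 nm emission) measured by plate-scanning imager after 48 hr compound exposure at 37 C; re-replication scored as increased number of nuclei with elevated intensity.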
HT1080 IDH1KD tx = qHTS for induction of synthetic lethality in tumor cells producing 2HG: qHTS for the HT-1080-IDH1KD cell line. actives 2% (n = 360,000). HT-1080 IDH1 knockdown viability, ATP luminescence, 48 h. AID 686971, 2013. Potency, µM (top dose mostly 46.1 µM), for inactives: at the highest dose activity, negative = toxicity, hits mostly cytotoxic;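 also: potency is read from the fitted curve at half-maximal effect; 0% = DMSO wells and -100% = cell-free medium wells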
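In this qHTS, HT-1080 cells depleted of IDH1 are exposed for 48 h at 37 °C to compound titrations. Toxicity is scored from CellTiter-Glo luminescence, with DMSO as full viability and medium alone as none.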
ATXN viability = Viability Counterscreen for Primary qHTS for Inhibitors of ATXN expression. S2 cells (HEK-293 line with an ATXN2-luciferase reporter) viability, CellTiter-Fluor protease fluorescence, 24 h. actives 0.49% (n = 400,000). Potency, µM (series often up to 56.7 µM), hits mostly cytotoxic; also: potency is read from the fitted curve at half-maximal effect; nearly all actives have a fitted effect of over 40% in size
HT1080-NT tox = qHTS for induction of synthetic lethality in tumor cells producing 2HG: qHTS for the HT-1080-NT fibrosarcoma cell line; HT-1080-NT fibrosarcoma viability, CellTiter-Glo ATP luminescence, 48 h; Potency, µM (highest dose often 46.1 µM), for the others: at the top dose activity, negative = less viability, most hits filed as cytotoxic; actives 1.6% (n = 360,000); AID 686970, 2013;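 also: NT is the 2HG producing partner of a matched IDH1 knockdown line; potency is read from the fitted curve at half-maximal effect; 0% = DMSO-treated cells and -100% = media-only wells without cells; nearly all actives have a fitted effect of over 55% in size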
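Toxicity toward the 2HG-producing NT line was scored as %Activity, normalised to DMSO and no-cell wells, from CellTiter-Glo luminescence after 48 hours' treatment.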
KB-3-1 tox = qHTS assay for MDR1-selective chemotherapeutics: Primary screen using the parental adenocarcinoma cell KB-3-1; KB-3-1 viability, CellTiter-Glo ATP luminescence, 72 h; Potency, µM (top dose mostly 46.1 µM), inactives show at the highest dose activity change, negative = cytotoxic, most hits filed as cytotoxic; actives 1.4% (n = 400,000); also: potency is read from the fitted curve at half-maximal effect; % is scaled to controls: 0 for no effect and ±100 for the full control effect; nearly all actives have a fitted effect of over 60% in size
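Screening of KB-3-1 cells (DMEM, 10% FBS, phenol-red free) ran from lowest to highest compound concentration; after 72 h at 37 °C viability was read luminescently and curves fitted.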
IL-1B inflam inh = qHTS for Inhibitors of Inflammasome Signaling: IL-1-beta AlphaLISA Primary Screen | THP-1 LPS/ATP IL-1B secretion, AlphaLISA, 16 h; hits give low values | activity change, % at 57.5 µM | actives 4.7% (n = 360,000) | AID 743279, 2014; in the data active = activity change below about -50%; inconclusive = mostly about -30% to -49%; also: % is scaled to controls: 0 for no effect and ±100 for the full control effect
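Secreted IL-1B measured by AlphaLISA bead assay after 16 h compound exposure of THP-1 cells; compounds (final up to 57.5 uM) added 1 h before LPS (250 ng/mL) and ATP (1.25 mM) stimulation; lower signal means less secretion.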
MCF10A rerep = A quantitative high throughput screen for small molecules that induce DNA re-replication in MCF 10a normal breast cells; MCF 10A DNA re-replication, Hoechst nuclear intensity, 48 h; Potency, µM (series often up to 46.1 µM), for the others: at the top dose activity, positive = re-replication, usual class: activators; actives 2.9% (n = 350,000); AID 624296, 2012; also: potency is read from the fitted curve at half-maximal effect; % of control where 0% means no effect; nearly all actives have a fitted effect of over 50% in size
ATXN2 expr inh = Primary qHTS for Inhibitors of ATXN expression; HEK-293 ATXN2-luciferase reporter, luminescence, 24 h; Potency, µM (top dose mostly 57 µM), for inactives: at the highest dose activity change, negative = inhibition, hits mostly inhibitors; actives 0.72% (n = 360,000); AID 1745845, 2022; also: potency is read from the fitted curve at half-maximal effect; % is scaled to controls: 0 for no effect and ±100 for the full control effect; nearly all actives have a fitted effect of over 55% in size
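qHTS (up to 57 uM final) was run with 24 h compound exposure of reporter cells at 37 °C. Each well was multiplexed: SteadyGlo luminescence measured ATXN2-luciferase expression after a fluorogenic Gly-Phe-AFC viability readout (25 uM final).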
* = called active by the depositor; i = inactive; ? = inconclusive; · = not tested or not shown; [ ] = dose if it differs, or a comment. Unless noted, calls follow the shape of the dose curve; as a rule, active = well fitted curve in the direction sought with a large enough effect; inconclusive = small, poorly fitted or top-dose-only effect, or another doubt; inactive = no such curve, though single readings can be large; an effect the other way counts as inactive or inconclusive.

molecule | KB-V1 MDR tox | SW480 rerep | HT1080 IDH1KD tx | ATXN viability | HT1080-NT tox | KB-3-1 tox | IL-1B inflam inh | MCF10A rerep | ATXN2 expr inh
CCCNC(=S)NNC(=O)c1cccs1 | 34% | ? | -2% | i | 0% | 8% | -15 | 8% | -4%
OC(c1ccc(Cl)c(F)c1)c1ncc(-c2ccccc2Cl)[nH]1 (stereo unspecified) | -19% | · | ? | ? | ? | 0% | 2 | · | -19%
CC(Oc1ccc(Br)cc1)C(=O)O/N=C(\N)c1ccncc1 (stereo unspecified) | ? | -20% | -3% | i | 7% | 11% | i | -5% | -10%
COc1ccc(S(=O)(=O)N2CCC(C(=O)N3CCOCC3)CC2)cc1OC | 4% | -3% | -1% | i | -7% | -20% | 3 | 2% | -4%
CCN1C(=O)CC(N2CCC(Nc3ccc(F)cc3)CC2)C1=O (stereo unspecified) | 0% | -6% | 9% | i | 11% | 0% | -3 | 6% | 15%
Cc1cccc(NC(=O)C2CCCN(S(=O)(=O)c3ccc4[nH]c(=O)ccc4c3)C2)n1 (stereo unspecified) | 27% | -12% | -1% | i | 0% | -29% | 18 | 11% | 4%
Nc1cc(=O)[nH]c(SCCOc2ccccc2)n1 | 5.2µM* | 0% | 1% | i | 5% | ? | 6 | 3% | -12%
CCc1nnc(NC(=O)CN2C(=O)NC3(CC(C)CC(C)(C)C3)C2=O)s1 (stereo unspecified) | 18% | -11% | 1% | i | 6% | 8% | 41 | -11% | 5%
CC(C)C(NC(=O)C(NC(=O)C1OC2OC(C)(C)OC2C2OC(C)(C)OC12)C(C)C)C(=O)O (stereo unspecified) | -1% | -2% | 17% | i | 18% | -3% | -1 | -4% | -10%
c1ccc(CSCc2cn3ccccc3n2)cc1 | -7% | ? | -20% | i | -17% | 3% | 21 | 6%[9.22 µM] | 89%[activator]

Two entries from above, with values under each structure:
Each structure is followed by: KB-V1 MDR tox, SW480 rerep, HT1080 IDH1KD tx, ATXN viability, HT1080-NT tox, KB-3-1 tox, IL-1B inflam inh, MCF10A rerep, ATXN2 expr inh
OC(c1ccc(Cl)c(F)c1)c1ncc(-c2ccccc2Cl)[nH]1 (stereo unspecified)
 : -19%, ·, ?, ?, ?, 0%, 2, ·, -19%
CC(Oc1ccc(Br)cc1)C(=O)O/N=C(\N)c1ccncc1 (stereo unspecified)
 : ?, -20%, -3%, i, 7%, 11%, i, -5%, -10%

The results go on:
molecule | KB-V1 MDR tox | SW480 rerep | HT1080 IDH1KD tx | ATXN viability | HT1080-NT tox | KB-3-1 tox | IL-1B inflam inh | MCF10A rerep | ATXN2 expr inh
O=C(Nc1ccc(Cl)cc1)Nc1csc([N+](=O)[O-])c1 | ? | 63% | 10µM* | i | 13µM* | -7% | · | ? | ?
CC(=O)NC(c1ccccc1)c1nc(-c2cccc(C(C)C)c2)cs1 (stereo unspecified) | -18% | · | -1% | i | ? | 0% | -15 | · | 0%
COc1cc(C)ccc1OCCOCCOc1ccccc1Br | -1% | -4% | 6% | i | 7% | 12% | -8 | 14% | 3%
O=C(/C=C/c1cccc(F)c1)NC1CCN(Cc2ccccc2)CC1 | -23% | -17% | 3% | i | -6% | -4% | -13 | 2% | ?
CCN(c1ccc(NC(=O)COC(=O)C(C)N=C2NS(=O)(=O)c3ccccc32)cc1)C(C)C (stereo unspecified) | ? | -72%[inhibitor] | -8% | i | 2% | -4% | ? | -13% | 15%
CC1(C(=O)NC2CCCCCCC2)CCC(=O)N1Cc1ccco1 (stereo unspecified) | ? | -5% | 0% | i | 5% | 0% | -15 | 13% | -8%
CCOc1ccccc1OCC(=O)Nc1ccc(N2CCCCC2)cc1 | ? | 0% | 3%[9.24 µM] | i | ? | 7% | -79* | 1% | 25%
Cc1c(NS(=O)(=O)c2ccccc2)cc(Cl)c(O)c1C | ? | -8% | -1% | i | -2% | -30% | -5 | 14% | -5%
COc1cccc(-c2ccc3c(c2)O[C@H](CN(C)C(=O)c2ccccc2F)[C@H](C)CN([C@H](C)CO)S3(=O)=O)c1 | ? | · | -11% | ? | 8% | ? | -29 | · | ?
COc1cc(-c2nnc3sc(Cc4ccc(Cl)cc4)nn23)cc(OC)c1OC | -21% | -6% | · | ? | · | -9% | -9 | 16% | ·

4 compounds from above, ordered by count of non-hydrogen atoms, rising:
molecule | KB-V1 MDR tox | SW480 rerep | HT1080 IDH1KD tx | ATXN viability | HT1080-NT tox | KB-3-1 tox | IL-1B inflam inh | MCF10A rerep | ATXN2 expr inh
O=C(Nc1ccc(Cl)cc1)Nc1csc([N+](=O)[O-])c1 | ? | 63% | 10µM* | i | 13µM* | -7% | · | ? | ?
Cc1c(NS(=O)(=O)c2ccccc2)cc(Cl)c(O)c1C | ? | -8% | -1% | i | -2% | -30% | -5 | 14% | -5%
CC1(C(=O)NC2CCCCCCC2)CCC(=O)N1Cc1ccco1 (stereo unspecified) | ? | -5% | 0% | i | 5% | 0% | -15 | 13% | -8%
COc1cc(-c2nnc3sc(Cc4ccc(Cl)cc4)nn23)cc(OC)c1OC | -21% | -6% | · | ? | · | -9% | -9 | 16% | ·

Following part
molecule | KB-V1 MDR tox | SW480 rerep | HT1080 IDH1KD tx | ATXN viability | HT1080-NT tox | KB-3-1 tox | IL-1B inflam inh | MCF10A rerep | ATXN2 expr inh
CC1=NN(C(=O)c2ccc(Br)cc2)C(O)(c2ccccc2)C1 (stereo unspecified) | 9% | ? | -27% | ? | -27% | -5% | 61 | ? | -29%
Cn1ccnc1-c1nnn(-c2ccc(F)cc2)n1 | 2% | -22% | 3% | i | 1% | 8% | 14 | -6% | 40%[activator]
CC(C)c1nnc(NC(=O)c2cccc(NC(=O)C(F)(F)F)c2)s1 | -20% | -7% | 19% | i | 0% | 17% | -1 | -3% | -17%
CCCc1cc(=O)[nH]c(SCc2nc3ccccc3o2)n1 | 0% | 10% | -19% | i | -6% | 2% | 22 | -3% | 1%
CCOc1cc2[nH]c(=S)n(CCCOC)c(=O)c2cc1OCC | 21% | 0% | 15% | i | -3% | 29% | 4 | ? | 1%
CC(OC(=O)c1nc(Cl)ccc1Cl)C(=O)c1ccccc1 (stereo unspecified) | 3% | -7% | 15% | i | 5% | 2% | -1 | -2% | 1%
Cc1cc2n(n1)C(c1ccccc1)CC(c1ccc(Br)cc1)=N2 (stereo unspecified) | -6% | 22% | -4% | · | -1% | -24% | ? | ? | 4%
COC(=O)C1CSc2[nH]c(=O)sc2C1c1ccc(OC)c(OC)c1 (stereo unspecified) | 8% | -3%[9.22 µM] | 0% | i | -2% | 9% | -9 | ? | -16%
CC(C)CC1(C(=O)NCc2cc(F)cc(C(F)(F)F)c2)C=CCN1C(=O)c1ccccc1 (stereo unspecified) | -1% | 8% | -3% | i | -15% | 0% | 45 | 1.5µM* | -9%
O=C(Nc1cccc([N+](=O)[O-])c1)C1CC(=O)N(C2CCCCC2)C1 (stereo unspecified) | -4% | 21% | -4% | i | -8% | -5% | 26 | -10% | -6%
Cc1cc(C(=O)Nn2c(-c3ccc(Br)cc3)nc3ccccc3c2=O)ccc1[N+](=O)[O-] | 0% | ? | ? | i | 33µM* | ? | 25 | ? | 0%
COc1cc2ncnc(NCc3ccco3)c2cc1OC | 0% | -3% | 0% | i | 4% | 2% | -11 | ? | -20%
C[C@@H]1CN([C@H](C)CO)C(=O)CCCn2nncc2CO[C@H]1CN(C)S(=O)(=O)c1ccc2ccccc2c1 | -5% | · | -3% | i | -5% | 1% | -4 | · | -9%
C=C(C)c1cccc(C(C)(C)NC(=O)N(Cc2ccccc2)Cc2ccco2)c1 | ? | 4% | ? | i | -24% | 2% | -19 | 0% | -10%
COc1ccc(CN(C)CC(=O)NCC(=O)Nc2c(C)cccc2C)cc1 | ? | -6% | 17% | i | 3% | 1% | 12 | -10% | 11%
O=C(C1=C(O)C(=O)N(CCN2CCOCC2)C1c1ccc(Cl)cc1)c1cc2ccccc2o1 (stereo unspecified) | 9% | -21% | 0% | i | -3% | -1% | -6 | 2% | ·
O=C(Nc1ccccc1C(=O)NC(Cc1ccc(O)cc1)C(=O)O)c1ccccc1 (stereo unspecified) | -3% | -9% | 2% | i | 14% | -1% | -7 | 12% | 2%
Fc1ccc(Oc2cnc3ccccc3n2)cc1 | 15% | -3% | 7% | i | 1% | 11% | 32 | 2% | 16%
O=C(COC(=O)CSc1ccccc1)NCCNC(=O)COC(=O)CSc1ccccc1 | -1% | -5% | 0% | i | -2% | -13% | 23 | 2% | -23%
COc1ccc(CCCC(=O)NC(C)c2ccccc2)cc1 (stereo unspecified) | 1% | -9% | 1% | i | -1% | -1% | 54 | 1% | -5%
O=C(Nc1nc(-c2cccc([N+](=O)[O-])c2)cs1)C(c1ccccc1)c1ccccc1 | ? | 2%[9.22 µM] | -13% | i | -6% | ? | -72* | ? | -25%
CN(C)CCCN(C(=O)COc1ccccc1)c1nc2cc3c(cc2s1)OCCO3 | 14% | -33% | 1% | i | -1% | 9% | -1 | 1% | ·
CCn1c(SCC(=O)Nc2ccc(Br)cc2)nc2sc3c(c2c1=O)CCN(C)C3 | 6% | -5% | -3% | i | -12% | 19% | -54* | 14% | -22%
CCOC(=O)C1CCCN(CC(=O)Nc2cccc(C(C)=O)c2)C1 (stereo unspecified) | 3% | -24% | 2% | i | 10% | 14% | -3 | 4% | -20%
